# Screening results from PubChem.
# PAFAH1B2 inh – blocks human PAF acetylhydrolase 1b catalytic subunit 2. recombinant PAFAH1B2, FP-rhodamine activity probe, fluorescence polarization. hit rate 1.2% among 340,000. P68402. AID 492953. inhibition, % at 3.39 µM;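 active = inhibition above the mean of all tested compounds plus 3 SD, cut at about 24% in these data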;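 note: 0% = enzyme with DMSO and 100% = wells lacking PAFAH1B2; many of its hits are not listed in these tables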
# Target sequence (P68402 whole entry, looked up): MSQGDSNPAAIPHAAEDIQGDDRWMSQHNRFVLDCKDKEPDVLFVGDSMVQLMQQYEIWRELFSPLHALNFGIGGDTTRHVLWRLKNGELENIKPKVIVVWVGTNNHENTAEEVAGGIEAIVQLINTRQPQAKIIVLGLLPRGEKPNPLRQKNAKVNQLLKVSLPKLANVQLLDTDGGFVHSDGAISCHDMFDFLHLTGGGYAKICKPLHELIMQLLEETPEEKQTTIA
# PME-1 primary – PME-1 (human) inhibition | Q9Y570 | recombinant PME-1, FP-Rh probe fluorescence polarization | inhibition, % at 5.9 µM | hit rate 0.53% among 320,000 | AID 2130;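 active = inhibition above the campaign mean of all compounds plus 3 SD, cut at about 26% in these data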;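 note: competitive labeling of PME-1 active site by serine hydrolase directed probe; 0% = PME-1 with DMSO and 100% = wells lacking PME-1 enzyme; inhibitors block probe labeling so polarization falls and inhibition rises; many of its hits are not listed in these tables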
# GSTO1 inh – counter-screen for RBBP9 inhibitors: inhibitors of human GSTO1 | recombinant GSTO1, activity-based probe fluorescence polarization | inhibition, % at 5.96 µM | hit rate 1.1% among 300,000;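 active = inhibition above the campaign mean inhibition plus 3 SD, cut at about 35% in these data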;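 note: 0% = GSTO1-1 with DMSO and 100% = wells lacking GSTO1-1 enzyme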
# PAD4 inh – PAD4 (human) enzyme inhibition | inhibition, % at 6.36 µM | hit rate 0.41% among 330,000 | Q9UM07 | AID 485272 | recombinant PAD4, RCA probe fluorescence polarization;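 active = percent inhibition above a cutoff equal to the mean of all tested compounds plus 3 SD, cut at about 15% in these data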;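 note: 0% = PAD4 with RCA probe and DMSO and 100% = probe without PAD4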
# PAFAH2 FP inh – PAFAH2 (human) inhibition. inhibition, % at 3.39 µM. hit rate 0.99% among 340,000. recombinant PAFAH2, FP-rhodamine activity probe, fluorescence polarization. AID 492956. Q99487;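 active = inhibition above the mean over all tested compounds plus 3 SD, cut at about 30% in these data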;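 note: inhibitors block probe labeling of enzyme so polarization drops; 0% = enzyme with DMSO and 100% = wells lacking PAFAH2 protein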
# LYPLA2 inh – LYPLA2 (human) inhibition in PME1 counter-screen. inhibition, % at 5.9 µM. recombinant LYPLA2, FP-Rh probe fluorescence polarization. AID 2177. hit rate 0.38% among 320,000. O95372;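 active = inhibition above the screen-wide mean plus 3 SD, limit set per campaign, cut at about 26% in these data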;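 note: 0% = LYPLA2 with DMSO and 100% = wells lacking LYPLA2 enzyme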
# Target sequence (O95372 whole entry, looked up): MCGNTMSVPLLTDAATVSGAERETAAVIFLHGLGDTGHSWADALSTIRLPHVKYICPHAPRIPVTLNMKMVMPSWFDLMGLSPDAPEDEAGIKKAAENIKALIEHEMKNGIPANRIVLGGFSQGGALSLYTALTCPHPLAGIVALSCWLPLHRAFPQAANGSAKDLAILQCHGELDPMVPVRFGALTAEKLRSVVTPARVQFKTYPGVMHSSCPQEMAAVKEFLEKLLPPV
# pPAFAH FP inh – pPAFAH (human) enzyme inhibition. Q13093. AID 463082. hit rate 1.5% among 330,000. inhibition, % at 3.39 µM. recombinant pPAFAH, FP-rhodamine probe fluorescence polarization;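 active = inhibition above the mean inhibition across the screen plus 3 SD, cut at about 25% in these data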;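 note: inhibitors block binding of the rhodamine activity-based probe so polarization drops; 0% = enzyme with DMSO and 100% = wells lacking pPAFAH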
# PAFAH1B3 FP inh – PAFAH1B3 (human) inhibition; recombinant PAFAH1B3, FP-rhodamine probe, fluorescence polarization; inhibition, % at 3.39 µM; hit rate 0.28% among 340,000;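 active = inhibition above the screen-wide average of all tested compounds plus 3 SD, cut at about 25% in these data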;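 note: 0% = enzyme with DMSO only and 100% = wells lacking PAFAH1B3 protein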
# Target sequence (Q15102 whole entry, looked up): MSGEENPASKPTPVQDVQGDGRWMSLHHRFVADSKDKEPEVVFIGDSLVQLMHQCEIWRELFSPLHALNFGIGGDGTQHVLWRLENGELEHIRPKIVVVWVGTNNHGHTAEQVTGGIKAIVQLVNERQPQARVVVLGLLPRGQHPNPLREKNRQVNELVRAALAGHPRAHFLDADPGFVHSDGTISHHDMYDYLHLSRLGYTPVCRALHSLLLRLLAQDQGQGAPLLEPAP
# LYPLA1 counter – LYPLA1 (human) inhibition in PME1 counter-screen; recombinant LYPLA1, FP-Rh probe fluorescence polarization; O75608; inhibition, % at 5.9 µM; AID 2174; hit rate 0.16% among 320,000;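 active = inhibition above the mean of all tested compounds plus 3 SD, set per campaign, cut at about 14% in these data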;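 note: inhibitors block serine hydrolase probe labeling of LYPLA1 so polarization falls; 0% = enzyme with DMSO and 100% = wells lacking LYPLA1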
# Target sequence (O75608 whole entry, looked up): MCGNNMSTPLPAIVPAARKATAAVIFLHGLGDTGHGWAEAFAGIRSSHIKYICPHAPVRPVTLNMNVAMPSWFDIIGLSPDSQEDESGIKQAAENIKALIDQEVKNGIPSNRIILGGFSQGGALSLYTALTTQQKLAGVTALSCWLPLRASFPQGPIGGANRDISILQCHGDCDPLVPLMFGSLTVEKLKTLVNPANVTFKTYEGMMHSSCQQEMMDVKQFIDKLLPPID
# * hit, by the source's call; x = no result given. Not all compounds are listed; the hit share may differ from the screen's.
SMILES,PAFAH1B2 inh,PME-1 primary,GSTO1 inh,PAD4 inh,PAFAH2 FP inh,LYPLA2 inh,pPAFAH FP inh,PAFAH1B3 FP inh,LYPLA1 counter
COC(=O)[C@]1(C)N[C@H](CN(C)C(C)=O)[C@@H]2C(=O)N(C)C(=O)[C@@H]21,1,x,x,0,2,x,6,6,x
Cc1cc(C)n(-c2nc3ccccc3c(=O)n2OCCOc2ccccc2)n1,5,-1,-1,-4,6,-1,1,3,0
CC(C)(C)n1nnnc1C(c1ccc(Cl)cc1)N1CCSCC1 (stereo not given),5,-1,6,3,-1,2,1,6,3
COc1ccc(Cl)cc1NC(=O)CN(C)S(=O)(=O)c1cccs1,6,-4,4,3,-8,-4,8,13,-2
COc1ccc(NC(=O)C/C(C)=N/NC(=O)CCc2ccccc2)c(OC)c1,3,-4,0,-1,-3,0,-2,14,3
N#CC1=C(N)N(c2ccc(F)cc2)C(=O)C1,0,-7,21,-3,-10,-2,0,3,0
COc1ccc(-c2ncccc2OC(=O)C23CC4CC(CC(C4)C2)C3)cc1,6,2,-1,-4,-2,-1,5,-1,0
Cc1ccc(C)c(Cc2c(C)nc(C)[nH]c2=O)c1,3,-5,6,0,1,4,4,-1,1
CC1CCN(C(=O)c2cc3nc(-c4ccccc4)cc(-c4ccccc4)n3n2)CC1,5,-1,-5,2,-5,-1,14,4,0
CCN1C(=O)[C@@H]2[C@@H](c3ccc(-c4ccc(OC)cc4)cc3)N3CCC[C@@]3(C(=O)OC)[C@@H]2C1=O,6,-4,-4,2,3,-5,-7,5,0
O=C(CSc1nc2c(sc3ccccc32)c(=O)n1-c1ccccc1)NCc1ccco1,0,5,-6,0,8,-4,7,-4,4
COC(=O)c1ccc2nc(NC(=O)C(C)(C)C)sc2c1,4,4,-3,2,3,-4,2,5,-2
COc1ccc(NC(=O)CC(C)n2ccnc2)cc1 (stereo not given),1,1,0,1,-3,-1,2,-3,-2
CCN1CCSc2ccc(C(=O)NCc3ccccc3F)cc21,6,3,-1,0,-3,2,2,-9,-3
Cn1nccc1/C=N\NC(=O)c1ccc(Cl)cc1,-1,-1,-3,0,2,7,-3,12,0
COc1cc(OC)cc(C(=O)N[C@H](C(=O)Nc2ccccc2N2CCOCC2)C(C)C)c1,7,0,-6,-1,-4,0,5,1,-1
N#CCCn1cc(C(=O)Nc2ccc(C(=O)O)cc2)c(-c2cccs2)n1,2,2,1,2,-4,-1,4,-1,-4
O=C(NCCS(=O)(=O)N1CCCCC1)c1ccccc1,2,-3,4,3,-3,-2,1,10,2
Cc1nc(CS(=O)(=O)c2ccc(Cl)cc2)sc1C(=O)O,25*,3,0,-4,21,-4,-4,7,3
COc1ccc(CN2CCC(n3nccc3NC(=O)C3CCCC3)CC2)c(OC)c1,-6,-3,4,-9,-3,0,-10,-3,0
Cc1occc1-c1nnc(SCC(=O)NCCc2ccccc2)n1C(C)c1ccccc1 (stereo not given),9,3,-6,-3,7,-7,6,3,-2
O=C(NCCOC(=O)c1ccc(S(=O)(=O)N2CCOCC2)cc1)c1cccnc1,4,-6,1,-2,1,9,5,-1,2
CCCCN(CC)CCCNC(=O)c1cc2c(=O)[nH]c3ccccc3c2s1,0,8,-3,2,0,0,1,8,1
COc1ccccc1C(=O)NCC(=O)N/N=C/c1ccncc1,-1,1,4,-3,9,2,-4,9,2
C[C@H]1COC(=O)[C@@H](Cc2ccc(F)cc2)CC/C=C\C[C@H](CC(=O)NCCO)C(=O)N1,-1,x,x,1,-4,x,0,2,x
COc1cc(/C=N\NC(=O)C2CC3C=CC2C3)ccc1O (stereo not given),4,5,6,5,8,10,9,0,-1
COc1cc(NC(=O)c2cccc(Cl)c2)c(OC)cc1NC(=O)CN1CCCCC1,-1,2,6,0,3,4,9,3,-4
CCC(=O)N1CCN(c2ccc(Cl)cc2NC(=O)c2ccc(N3CCCC3)c([N+](=O)[O-])c2)CC1,1,0,4,0,1,3,-2,1,0
CC(C)CC(NC(=O)OC(C)(C)C)C(=O)NC(C(=O)NC(C)C(N)=O)C(C)C (stereo not given),1,3,1,-2,-3,2,1,4,3
COC(=O)c1ccccc1NC(=O)CCc1ccccc1,7,2,0,-2,5,-3,2,3,1
C=CCn1cccc(C(=O)Nc2cc(OC)c(OC)c(OC)c2)c1=O,x,1,3,-9,x,-3,-1,x,-1
COc1ccc(C(=O)N/C(=C\c2cccs2)C(=O)N2CCN(C)CC2)cc1OC,2,-9,8,-9,2,-5,-7,4,1
COc1ccc(C2/C=C\CN(C(=O)c3ccc(C)cc3)CC(=O)N2Cc2ccc(F)cc2)cc1 (stereo not given),2,0,-3,4,-3,-3,6,8,0
COc1ccc(-c2nnn(Cc3ccccc3)n2)cc1,-1,2,2,-3,-14,-2,5,6,3
CCN1C(=O)C(CC(=O)Nc2ccc(OC)cc2)N(Cc2cccs2)C1=S (stereo not given),4,1,-4,-1,8,1,0,6,1
COc1ccc(OC)c(-c2csc(NC(=O)c3ccccc3F)n2)c1,2,-2,1,2,0,-9,7,3,-6
COc1ccc(CNC(=O)CN2C(=O)C(C)N(c3ccc(C)cc3)C2=O)cc1 (stereo not given),5,4,1,1,-3,6,1,6,5
C=CCNc1nc(C(=O)OCC(=O)c2ccc(F)cc2)cs1,1,-1,3,3,13,2,17,0,2
O=C(CSc1ccsc1[N+](=O)[O-])NCCc1ccc(Cl)cc1,11,-6,6,-4,6,3,9,3,1
CN(CC(=O)Nc1ccccc1N1CCCC1)S(=O)(=O)c1ccc(F)cc1,11,2,5,-7,1,-1,2,4,-2
Cc1cc(C)c2c(-n3cccc3)c(C(=O)NNS(=O)(=O)c3ccc(Cl)cc3)sc2n1,37*,2,3,-9,8,-7,7,2,-3
O=C(NCc1cccc(F)c1)c1ccc(N2C(=O)Cn3c(cc4sccc43)C2=O)cc1,0,-8,1,-5,2,-7,16,-9,-7
Nc1ccc(OCc2ccccc2)cc1,6,-3,7,4,9,-4,10,-8,-2
COc1ccc(C)cc1NC(=O)c1sc2ncn(CC(=O)N3CCCCC3)c(=O)c2c1C,-3,3,-1,-2,1,-1,1,8,1
COc1ccc(-n2c(Cc3cccn3C)nnc2SCC(=O)Nc2ccc(F)cc2F)cc1,7,10,4,0,-4,1,4,1,0
CN(C(=O)COC(=O)c1ccc([N+](=O)[O-])cc1N)c1ccccc1,-3,0,6,-5,1,0,-1,2,-4
O=C(/C=C/c1ccccc1Cl)Nc1ccccc1,x,-3,-10,-1,x,-4,0,x,-6
COC(=O)C1=C(C)N(c2ccc(C)c(C)c2)/C(=C/c2cccs2)C1=O,0,5,1,0,5,8,6,-7,0
CCOC(=O)c1oc2ccc(Cl)cc2c1NC(C)=O,0,3,0,2,3,14,6,3,-1
O=C(NCc1ccccn1)C(=O)NCC1OCCN1S(=O)(=O)c1ccc(Cl)cc1 (stereo not given),1,1,1,0,1,5,0,4,-1
O=C(O)C1C2C=CC(C2)C1C(=O)NCc1ccccc1F (stereo not given),6,1,0,-7,7,3,1,5,-3
COc1ccccc1OCC(=O)Nc1ccncc1,7,1,5,1,7,2,0,8,2
O=C(CN1C(=O)c2ccccc2C1=O)NCc1ccc(F)cc1,2,0,-1,2,1,-4,-2,9,1
Cc1ccccc1NC(=O)C(NS(=O)(=O)c1ccc2c(c1)c(=O)n(C)c(=O)n2C)c1ccccc1 (stereo not given),-3,-2,0,-1,-1,-1,1,2,1
COc1cccc(CNC(=O)COC(=O)CN(C)S(=O)(=O)c2ccc(NC(C)=O)cc2)c1,-1,4,6,-4,1,1,-7,2,4
O=C(C(c1ccccc1)c1ccccc1)N1CCN(CCN2C(=O)c3cccc4cccc(c34)C2=O)CC1,0,8,-9,-4,-4,-8,3,-6,-4
O=C(CSc1nnc(Nc2ccccc2F)s1)Nc1cccc(S(=O)(=O)N2CCCCC2)c1,-2,-4,-14,-4,1,-30,10,-10,-26
COc1ccc(C)cc1S(=O)(=O)N(CC(=O)O)c1ccc(F)cc1,0,2,4,5,-2,3,1,8,-3
CC1=C(C(=O)O)N2C(=O)C(NC(=O)c3nn(C)c(C)c3Cl)C2SC1 (stereo not given),9,3,4,-3,-5,-1,2,3,6
CCCCCOC(=O)CSc1nc2c(c(=O)[nH]c(=O)n2C)n1CCc1ccccc1,3,6,2,-3,0,-1,6,1,3
O=C1c2ccsc2SCCN1Cc1ccc(Cl)cc1,6,1,4,-1,6,-3,6,2,1
O=C(NC1CCN(Cc2ccccc2)CC1)c1ccccc1F,2,2,-6,-3,-8,5,4,-7,1
CCOC(=O)c1cnc2c(C)cc(Cl)cc2c1NCCCN1CCOCC1,0,2,-1,3,-4,-4,10,7,-2

# Entries above with a thiophene ring, fused or not (12):
SMILES,PAFAH1B2 inh,PME-1 primary,GSTO1 inh,PAD4 inh,PAFAH2 FP inh,LYPLA2 inh,pPAFAH FP inh,PAFAH1B3 FP inh,LYPLA1 counter
COc1ccc(Cl)cc1NC(=O)CN(C)S(=O)(=O)c1cccs1,6,-4,4,3,-8,-4,8,13,-2
O=C(CSc1nc2c(sc3ccccc32)c(=O)n1-c1ccccc1)NCc1ccco1,0,5,-6,0,8,-4,7,-4,4
N#CCCn1cc(C(=O)Nc2ccc(C(=O)O)cc2)c(-c2cccs2)n1,2,2,1,2,-4,-1,4,-1,-4
CCCCN(CC)CCCNC(=O)c1cc2c(=O)[nH]c3ccccc3c2s1,0,8,-3,2,0,0,1,8,1
COc1ccc(C(=O)N/C(=C\c2cccs2)C(=O)N2CCN(C)CC2)cc1OC,2,-9,8,-9,2,-5,-7,4,1
CCN1C(=O)C(CC(=O)Nc2ccc(OC)cc2)N(Cc2cccs2)C1=S (stereo not given),4,1,-4,-1,8,1,0,6,1
O=C(CSc1ccsc1[N+](=O)[O-])NCCc1ccc(Cl)cc1,11,-6,6,-4,6,3,9,3,1
Cc1cc(C)c2c(-n3cccc3)c(C(=O)NNS(=O)(=O)c3ccc(Cl)cc3)sc2n1,37*,2,3,-9,8,-7,7,2,-3
O=C(NCc1cccc(F)c1)c1ccc(N2C(=O)Cn3c(cc4sccc43)C2=O)cc1,0,-8,1,-5,2,-7,16,-9,-7
COc1ccc(C)cc1NC(=O)c1sc2ncn(CC(=O)N3CCCCC3)c(=O)c2c1C,-3,3,-1,-2,1,-1,1,8,1
COC(=O)C1=C(C)N(c2ccc(C)c(C)c2)/C(=C/c2cccs2)C1=O,0,5,1,0,5,8,6,-7,0
O=C1c2ccsc2SCCN1Cc1ccc(Cl)cc1,6,1,4,-1,6,-3,6,2,1
